Screens from PubChem BioAssay.
TMEM16A act – TMEM16A chloride channel activators or potentiators, primary screen, cell-based, HTS | Anoctamin-1 (Mus musculus), Q8BHY3 | HEK293 TMEM16A/YFP-H148Q/I152L, iodide quench fluorescence; active compounds read low | B-score at 10 µM | 0.3% of 340,000 active;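 active = fluorescence-ratio B-score plate-corrected deviation score at least 3 library SD below zero, with starting fluorescence score within 5 deviations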;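 note: channel opened by trigger with iodide after compound preincubation; score built on the fluorescence ratio of max minus min over baseline; more negative score means more quench and so TMEM16A activation or potentiation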
RGS4 block – RGS4 inhibitors, primary screen, cell-based, HEK293 M3R inducible RGS4, calcium flux. 0.45% of 310,000 active. AID 463165, 2010. Fluo-4 calcium flux; active compounds read high; triggered by carbachol at its EC20. Regulator of G-protein signaling 4 (Homo sapiens), P49798. B-score at 10 µM;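 active = B-score, a plate-corrected calcium signal, over three deviations above library mean, with baseline fluorescence within five deviations of library mean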;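 note: RGS4 expression induced by doxycycline in cells with stable M3 receptor; B-score is computed from the integrated fluorescence ratio over baseline after carbachol; higher B-score means a larger calcium signal and so more RGS4 inhibition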
Target sequence (P49798 whole entry, looked up): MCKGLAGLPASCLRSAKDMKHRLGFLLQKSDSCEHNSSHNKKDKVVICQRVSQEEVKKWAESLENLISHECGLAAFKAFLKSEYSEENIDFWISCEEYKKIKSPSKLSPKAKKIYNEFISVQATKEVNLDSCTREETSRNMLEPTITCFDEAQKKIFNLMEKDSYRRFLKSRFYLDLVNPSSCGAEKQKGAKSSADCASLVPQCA
MrgX1 agonist – agonists of human MrgX1 receptor, primary screen, HEK293 cells, Fluo-4 calcium flux; AID 588627, 2011; Fluo-4 calcium fluorescence, agonist mode; active compounds read high; B-score at 10 µM; 0.44% of 310,000 active;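 active = calcium response B-score plate-corrected fluorescence ratio at least 3 library SD, with starting fluorescence B-score inside 5 SD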
Target sequence (Q96LB2 whole entry, looked up): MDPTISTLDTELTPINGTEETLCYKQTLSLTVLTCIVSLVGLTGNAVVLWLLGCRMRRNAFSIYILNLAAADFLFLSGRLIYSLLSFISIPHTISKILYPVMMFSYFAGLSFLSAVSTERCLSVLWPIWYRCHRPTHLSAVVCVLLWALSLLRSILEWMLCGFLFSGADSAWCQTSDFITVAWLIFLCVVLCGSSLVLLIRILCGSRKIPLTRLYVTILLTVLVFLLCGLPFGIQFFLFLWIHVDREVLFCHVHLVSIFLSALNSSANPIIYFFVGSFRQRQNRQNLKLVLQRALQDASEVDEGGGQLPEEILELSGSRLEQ
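Test system: HEK293 cells stably expressing human MrgX1 receptor; amount: 15,000 cells per well; doses: compound delivered in addition one of three; times: overnight plating before 1 h dye loading; detection: Fluo-4 NW calcium-flux fluorescence, kinetic read; read-out basis: B-scored fluorescence response ratio; controls: positive and negative controls per plate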
TRPC6 activator – mouse TRPC6 channel activators, primary screen, cell-based, HEK293, membrane potential dye | HEK293-TRPC6 membrane potential dye fluorescence; active compounds read high | 0.13% of 310,000 active | Short transient receptor potential channel 6 (Mus musculus), Q61143 | B-score at 10 µM;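 active = B-score of the integrated fluorescence ratio above library mean plus 3 SD, and starting fluorescence ratio within library mean plus 5 SD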;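 note: higher score means more depolarization so channel activation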
MrgX1 PAM – positive allosteric modulators of MrgX1, primary screen, HEK293 cells, Fluo-4 calcium flux; AID 588675, 2011; FDSS; active compounds read high; B-score at 10 µM; 0.63% of 310,000 active;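 active = plate-corrected calcium response at least 3 library SD above typical, normal starting fluorescence, not activating the receptor alone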;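 note: compound read alongside a low EC10 to EC30 dose of BAM8-22 agonist; peak minus trough fluorescence over baseline measured at the second addition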
RGS4 pot – RGS4 potentiators or activators, primary screen, cell-based, HEK293 M3R inducible RGS4, calcium flux; carbachol calcium flux Fluo4; active compounds read low; 0.92% of 310,000 active; B-score at 10 µM; AID 463111, 2010;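 active = B-score of the integrated calcium signal more than 4 SD below the library mean, with starting fluorescence not abnormally high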;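 note: negative B-score means reduced calcium response which marks RGS4 activation or potentiation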
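test system = HEK293 cells with stable M3R and inducible RGS4 | schedule = recording 10 s baseline at 1 Hz, 100 s post-agonist | technique = Fluo4-AM (2 µM) calcium-flux fluorescence, kinetic read | measure = Agonist-evoked peak-minus-minimum fluorescence over baseline, integrated ratio, B score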
SKKanGAS inh – S. pyogenes SKKanGAS growth inhibitors in kanamycin, primary screen, streptokinase expression inhibitor project, SKKanGAS strain, BacTiter-Glo luminescence; 1.3% of 300,000 active; 6 h; inhibition, % at 7.5 µM;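 active = mean replicate score, as percent of positive control median, at least 50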;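 note: strain carries kanamycin resistance gene driven by streptokinase promoter and grows in 40 µg/ml kanamycin; loss of luminescence reflects streptokinase promoter inhibition or plain growth inhibition; 0% = median of DMSO wells and 100% = positive control at its reference dose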
ANO1 block – TMEM16A chloride channel inhibitors, primary screen, cell-based, HTS; normalized B-score (activity score, 25-100; higher = stronger inhibition) at 10 µM; Anoctamin-1 (Mus musculus), Q8BHY3; AID 588511, 2011; 1.2% of 310,000 active; HEK293 TMEM16A/YFP iodide influx fluorescence, ionomycin;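 active = ratio plate-corrected score three or more library SD toward inhibition, starting fluorescence score within five deviations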;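 note: score derived from kinetic fluorescence span divided by baseline fluorescence per well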
MrgX1 antag – antagonists of human MrgX1 receptor, primary screen, HEK293 cells, Fluo-4 calcium flux; BAM8-22 antagonism; active compounds read low; B-score at 10 µM; 1.3% of 310,000 active; AID 588676, 2011;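 active = calcium-response B-score plate-corrected more than 3 library SD below zero, starting fluorescence within 5 deviations, no agonist response on first addition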;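 note: peak minus trough fluorescence over baseline after final BAM8-22 challenge near maximal dose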
HDAC3 inhib – HDAC3 deacetylase inhibitors, primary screen, biochemical, fluorescence, cell-free homogeneous; Histone deacetylase 3 (Homo sapiens), O15379; recombinant HDAC3, fluorogenic peptide/trypsin coupled; inhibition, % at 8.3 µM; 0.15% of 320,000 active; AID 2718, 2010; in the data active = inhibition above about 26%, passing the limit was not always enough
Target sequence (O15379 whole entry, looked up): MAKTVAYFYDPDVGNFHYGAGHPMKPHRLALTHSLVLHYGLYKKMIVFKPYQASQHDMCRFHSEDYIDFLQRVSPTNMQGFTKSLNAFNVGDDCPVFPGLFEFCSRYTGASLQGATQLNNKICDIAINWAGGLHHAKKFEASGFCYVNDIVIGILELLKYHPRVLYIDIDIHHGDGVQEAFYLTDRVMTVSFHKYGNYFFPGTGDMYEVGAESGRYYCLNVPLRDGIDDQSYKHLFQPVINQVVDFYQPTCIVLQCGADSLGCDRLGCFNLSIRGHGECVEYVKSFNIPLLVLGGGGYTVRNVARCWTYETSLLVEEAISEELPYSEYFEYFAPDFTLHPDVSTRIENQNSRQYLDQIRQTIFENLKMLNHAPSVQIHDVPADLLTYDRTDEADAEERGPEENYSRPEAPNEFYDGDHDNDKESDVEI
TRPC6 inh – mouse TRPC6 channel inhibitors, primary screen, cell-based, HEK293, membrane potential dye; Short transient receptor potential channel 6 (Mus musculus), Q61143; ACh-evoked depolarization; active compounds read low; B-score at 10 µM; 1.1% of 310,000 active; AID 2553, 2010;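 active = B-score under library mean minus 3 SD, initial fluorescence not abnormally high, positive integrated signal ratio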;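 note: B-score derived from integrated fluorescence ratio over the kinetic read; more negative B-score means stronger inhibition of depolarization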
Active calls of the source: *. This is a random part of the collection. About 6.7% of those tested had a hit in this group.

Results for O=C(NC(Cc1ccccc1)C(=O)O)/C(=C\c1ccc(F)cc1)NC(=O)c1ccccc1 (stereo not drawn) ?
TMEM16A act: inactive; RGS4 block: inactive; MrgX1 agonist: inactive; TRPC6 activator: inactive; MrgX1 PAM: inactive; RGS4 pot: inactive; SKKanGAS inh: -14; ANO1 block: inactive; MrgX1 antag: inactive; HDAC3 inhib: 5; TRPC6 inh: inactive

What do the screens show for `CCOC(=O)c1c(C)[nH]c(C2=NNC(=Nc3ccc(OCC)cc3)SC2)c1C`?
TMEM16A act: inactive; MrgX1 agonist: inactive; MrgX1 PAM: inactive; ANO1 block: inactive; MrgX1 antag: inactive; HDAC3 inhib: 1

Results for C=CCn1c(SCC(=O)c2c(C)[nH]c3ccccc23)nnc1-c1ccncc1 ?
TMEM16A act: inactive; RGS4 block: inactive; MrgX1 agonist: inactive; TRPC6 activator: inactive; MrgX1 PAM: inactive; RGS4 pot: inactive; SKKanGAS inh: -2; ANO1 block: inactive; MrgX1 antag: inactive; HDAC3 inhib: 4; TRPC6 inh: inactive

How did COc1ccc(COCCN2CCN(S(=O)(=O)c3ccccc3)CCC2=O)cc1 do in these assays?
TMEM16A act: inactive; RGS4 block: inactive; MrgX1 agonist: inactive; TRPC6 activator: inactive; MrgX1 PAM: inactive; RGS4 pot: inactive; SKKanGAS inh: 0; ANO1 block: inactive; MrgX1 antag: inactive; HDAC3 inhib: 0; TRPC6 inh: inactive

Results for C=CCSc1nc(C)c(CC(=O)OCCCC)c(=O)[nH]1 ?
TMEM16A act: inactive; RGS4 block: inactive; MrgX1 agonist: inactive; TRPC6 activator: inactive; MrgX1 PAM: inactive; RGS4 pot: inactive; SKKanGAS inh: -1; ANO1 block: inactive; MrgX1 antag: inactive; HDAC3 inhib: -3; TRPC6 inh: inactive

What do the screens show for `Cc1[nH]c2ccccc2c1SCC(=O)N1CCN(c2ccccc2)CC1`?
TMEM16A act: inactive; RGS4 block: inactive; MrgX1 agonist: inactive; TRPC6 activator: inactive; MrgX1 PAM: inactive; RGS4 pot: inactive; SKKanGAS inh: 1; ANO1 block: inactive; MrgX1 antag: inactive; HDAC3 inhib: 7; TRPC6 inh: inactive

How did CC(c1ccccn1)N(C)C(=O)c1ccc2nc(Cc3ccccc3F)oc2c1 (stereo not drawn) do in these assays?
TMEM16A act: inactive; RGS4 block: inactive; MrgX1 agonist: inactive; TRPC6 activator: inactive; MrgX1 PAM: inactive; RGS4 pot: inactive; SKKanGAS inh: 5; ANO1 block: inactive; MrgX1 antag: inactive; HDAC3 inhib: -6; TRPC6 inh: inactive

What do the screens show for `Cc1ccc(C(=O)N/C(=C/c2ccc(-c3cc(C(F)(F)F)ccc3Cl)o2)C(=O)NCc2cccnc2)cc1`?
TMEM16A act: inactive; RGS4 block: inactive; MrgX1 agonist: inactive; TRPC6 activator: inactive; MrgX1 PAM: inactive; RGS4 pot: inactive; SKKanGAS inh: 13; ANO1 block: inactive; MrgX1 antag: inactive; HDAC3 inhib: -5; TRPC6 inh: inactive

Results for Cc1ccnc(SCCn2c(N3CCN(C)CC3)nc3c2c(=O)n(C)c(=O)n3C)n1 ?
TMEM16A act: inactive; RGS4 block: inactive; MrgX1 agonist: inactive; TRPC6 activator: inactive; MrgX1 PAM: inactive; RGS4 pot: inactive; SKKanGAS inh: 6; ANO1 block: inactive; MrgX1 antag: inactive; HDAC3 inhib: 4; TRPC6 inh: inactive

What do the screens show for `COc1cccc(NC(=O)CSc2nc3ccccc3c3nc4ccccc4n23)c1`?
TMEM16A act: inactive; RGS4 block: inactive; MrgX1 agonist: inactive; TRPC6 activator: inactive; MrgX1 PAM: inactive; RGS4 pot: inactive; SKKanGAS inh: 7; ANO1 block: inactive; MrgX1 antag: inactive; TRPC6 inh: inactive

Results for COCc1[nH][nH]c(=O)c1C=Nc1ccc(Oc2ccccc2)cc1 ?
TMEM16A act: inactive; RGS4 block: inactive; MrgX1 agonist: inactive; TRPC6 activator: inactive; MrgX1 PAM: inactive; RGS4 pot: inactive; SKKanGAS inh: 3; ANO1 block: inactive; MrgX1 antag: inactive; HDAC3 inhib: 7; TRPC6 inh: inactive

Results for Cc1nc(CCNC(=O)c2cc(COc3ccc(F)cc3Cl)on2)sc1C ?
TMEM16A act: inactive; RGS4 block: inactive; MrgX1 agonist: inactive; TRPC6 activator: inactive; MrgX1 PAM: inactive; RGS4 pot: inactive; SKKanGAS inh: -7; ANO1 block: inactive; MrgX1 antag: inactive; HDAC3 inhib: 9; TRPC6 inh: inactive

Results for CC1CCCCN1C(=O)Cn1c(=O)n(C2CCCCC2)c(=O)c2ccccc21 (stereo not drawn) ?
TMEM16A act: inactive; RGS4 block: inactive; MrgX1 agonist: inactive; TRPC6 activator: inactive; MrgX1 PAM: inactive; RGS4 pot: inactive; SKKanGAS inh: 1; ANO1 block: inactive; MrgX1 antag: inactive; HDAC3 inhib: -5; TRPC6 inh: inactive

Results for Cn1c(=O)[nH]c(=O)c2c1nc(NC1CCCCC1)n2CCO ?
TMEM16A act: inactive; RGS4 block: inactive; MrgX1 agonist: inactive; TRPC6 activator: inactive; MrgX1 PAM: inactive; RGS4 pot: inactive; SKKanGAS inh: -5; ANO1 block: inactive; MrgX1 antag: inactive; HDAC3 inhib: -3; TRPC6 inh: inactive

What do the screens show for `CN(C)CCNC(=O)c1sc2nc(-c3ccccc3)cc(C(F)(F)F)c2c1N`?
TMEM16A act: inactive; RGS4 block: inactive; MrgX1 agonist: inactive; TRPC6 activator: 16*; MrgX1 PAM: inactive; RGS4 pot: inactive; SKKanGAS inh: 2; ANO1 block: inactive; MrgX1 antag: -7.7*; HDAC3 inhib: -8; TRPC6 inh: inactive

How did C=CCOc1cccc(C2C(C(=O)c3ccc(C)o3)=C(O)C(=O)N2c2nnc(C)s2)c1 (stereo not drawn) do in these assays?
TMEM16A act: inactive; RGS4 block: inactive; MrgX1 agonist: inactive; TRPC6 activator: inactive; MrgX1 PAM: inactive; RGS4 pot: inactive; SKKanGAS inh: 7; ANO1 block: inactive; MrgX1 antag: -4.6*; HDAC3 inhib: 9; TRPC6 inh: inactive

Results for CCOCCCn1c(=S)[nH]c2cc(C(=O)N3CCN(C4CCCCC4)CC3)ccc2c1=O ?
TMEM16A act: inactive; RGS4 block: inactive; MrgX1 agonist: inactive; TRPC6 activator: inactive; MrgX1 PAM: inactive; RGS4 pot: inactive; SKKanGAS inh: 7; ANO1 block: inactive; MrgX1 antag: inactive; HDAC3 inhib: 4; TRPC6 inh: inactive

What do the screens show for `COc1cc(CCNC(=O)CCCn2c(=O)c3cccn3c3cccnc32)cc(OC)c1OC`?
TMEM16A act: inactive; RGS4 block: inactive; MrgX1 agonist: inactive; TRPC6 activator: inactive; MrgX1 PAM: inactive; RGS4 pot: inactive; SKKanGAS inh: -1; ANO1 block: inactive; MrgX1 antag: inactive; HDAC3 inhib: -10; TRPC6 inh: inactive

What do the screens show for `COC(=O)[C@H](C)NC(=O)NCc1ccc(F)cc1`?
TMEM16A act: inactive; RGS4 block: inactive; MrgX1 agonist: inactive; TRPC6 activator: inactive; MrgX1 PAM: inactive; RGS4 pot: inactive; SKKanGAS inh: -3; ANO1 block: inactive; MrgX1 antag: inactive; HDAC3 inhib: -6; TRPC6 inh: inactive

How did Nc1nc(N)n(-c2ccccc2)c(=Nc2ccccc2)n1 do in these assays?
TMEM16A act: inactive; RGS4 block: inactive; MrgX1 agonist: inactive; TRPC6 activator: inactive; MrgX1 PAM: inactive; RGS4 pot: inactive; SKKanGAS inh: 3; ANO1 block: inactive; MrgX1 antag: inactive; HDAC3 inhib: -7; TRPC6 inh: inactive

How did Cc1cc(C(=O)Nc2ccc(S(=O)(=O)N3CCOCC3)cc2)c(C)o1 do in these assays?
TMEM16A act: inactive; RGS4 block: inactive; MrgX1 agonist: inactive; TRPC6 activator: inactive; MrgX1 PAM: inactive; RGS4 pot: inactive; SKKanGAS inh: 0; ANO1 block: inactive; MrgX1 antag: inactive; HDAC3 inhib: 2; TRPC6 inh: inactive

What do the screens show for `COc1cccc(CC2(CO)CCCN(Cc3ccc(CO)o3)C2)c1` (stereo not drawn)?
TMEM16A act: inactive; RGS4 block: inactive; MrgX1 agonist: inactive; TRPC6 activator: inactive; MrgX1 PAM: inactive; RGS4 pot: inactive; SKKanGAS inh: 0; ANO1 block: inactive; MrgX1 antag: inactive; HDAC3 inhib: 10; TRPC6 inh: inactive

What do the screens show for `Cc1cc(NC(=O)c2cc(CC(C)C)on2)no1`?
TMEM16A act: inactive; RGS4 block: inactive; MrgX1 agonist: inactive; TRPC6 activator: inactive; MrgX1 PAM: inactive; RGS4 pot: inactive; SKKanGAS inh: 2; ANO1 block: inactive; MrgX1 antag: inactive; HDAC3 inhib: -5; TRPC6 inh: inactive

Results for CC(=O)Nc1ccc(Oc2nc(C(F)(F)F)nc3ccccc23)cc1 ?
TMEM16A act: inactive; RGS4 block: inactive; MrgX1 agonist: inactive; TRPC6 activator: inactive; MrgX1 PAM: inactive; RGS4 pot: inactive; SKKanGAS inh: -2; ANO1 block: inactive; MrgX1 antag: inactive; HDAC3 inhib: -13; TRPC6 inh: inactive

Results for O=[N+]([O-])c1cc(/C=N/N/C(=N/c2ccccn2)c2ccccn2)ccc1O ?
TMEM16A act: inactive; RGS4 block: inactive; MrgX1 agonist: inactive; TRPC6 activator: inactive; MrgX1 PAM: inactive; RGS4 pot: inactive; SKKanGAS inh: -3; ANO1 block: inactive; MrgX1 antag: inactive; HDAC3 inhib: 10; TRPC6 inh: inactive
